High-throughput results: PubChem BioAssay, several laboratories
WT yeast gro inh: growth inhibition of WT strain, primary screen, mitochondrial fusion inhibitor project, WT and mutant strains, chemical genetic. hit rate 2.1% among 190,000. mitochondrial fusion phenotypic screen. inhibition, % at 10 µM; in the data active = inhibition above about 58%; tested in S. cerevisiae
RSV antiviral HEp-2: RSV antiviral activity via CPE protection, HEp-2 cells, primary 10 µM value included (AID 2391); HEp-2 cells, RSV-induced CPE inhibition; higher % means a stronger effect; CPE inhibition, % at 10 µM, or IC50 in µM where a hit was titrated; hit rate 0.13% among 310,000; in the data active = a potency from the dose series; inconclusive = CPE inhibition mostly from about 23% at the one dose, without a potency; inactive = the rest, 99 in 100 with CPE inhibition below about 21%; also: strong numbers were not always called active
T cell modulator: modulators of CD8 T cell-vesicle binding, primary screen, mouse 2C CD8+ T cells, flow cytometry; hit rate 0.068% among 330,000; 2C CD8+ T cell-vesicle binding; stronger effect = lower value; calls only at 7 µM;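 active = response, share of CD8 T cells binding vesicles, and their 90th percentile fluorescence all below set limits, cut at about 80% in these data, passing the limit was not always enough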
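Test system: purified 2C TCR transgenic mouse naive CD8+ T cells. Probe or stimulus: QL9-peptide-loaded Drosophila micro-vesicles bearing Ld, ICAM-1 and B7-1. Incubation: binding step 1.5 h, 37 °C, antibody labelling 20 min, ice. Measured by: flow cytometry of vesicle-bound cells.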
SV40 large T antigen: SV40 large T antigen inhibitors, biochemical (AID 1903). one-dose inhibition, % at 20 µM; IC50 in µM for titrated hits. SV40 large T antigen ATPase/helicase inhibition assay; higher % means a stronger effect. hit rate 0.39% among 310,000; in the data active = a potency from the dose series; inconclusive = inhibition mostly from about 32% at the one dose, without a potency; inactive = the rest, 99 in 100 with inhibition below about 32%; also: strong numbers were not always called active
Myeloid diff 2: induction of myeloid progenitor differentiation, primary screen, cell-based, flow cytometry, MLPCN library | calls only at 10 µM | hit rate 1% among 360,000 | ER-HoxA9 myeloid progenitors, lysozyme-GFP differentiation;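 active = normalized GFP-positive differentiation at or above the plate's own cutoff, the solvent-only control mean plus 3 SD; inconclusive = no clear call, values can overlap the other calls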;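 also: cells exposed to compound for four days before flow analysis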
MgcRacGAP inhibition: MgcRacGAP GTPase-activating activity inhibitors, confirmation, biochemical, ADP Hunter fluorescence | Rac GTPase-activating protein 1 (Homo sapiens) | MgcRacGAP-stimulated Rac1 GTP hydrolysis, ADP Hunter fluorescence; higher % means a stronger effect; GST-tagged Rac1 F28L mutant substrate | one-dose inhibition, % at 30 µM; IC50 in µM for titrated hits | hit rate 0.6% among 340,000;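 active = first-screen hits whose inhibition reached a set limit at any dose in the follow-up dose series; inconclusive = inhibition above the set first-screen limit but never retested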;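 also: fluorescence reports GDP produced by GAP-driven GTP hydrolysis; strong numbers were not always called active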
bCat nuc transl: modulators of beta-catenin nuclear translocation, primary screen, imaging, HeLa cells, immunofluorescence, high-content. nuclear translocation activity, % at 5 µM. hit rate 0.3% among 190,000;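 active = nuclear translocation activity above 50% at 5 µM, with a well cell count of 50 or more; inconclusive = wells under 50 cells across six images, flagged as toxic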;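 also: per-cell ratio of nuclear to cytoplasmic median beta-catenin stain intensity; plate controls were DMSO negative control for no effect and GSK-3 inhibitor IX positive control for full effect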
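System: HeLa cells, endogenous beta-catenin; compound dosing: 5 µM primary single dose, 0.1% DMSO, 0.02–20 µM confirmation series; incubation: 24 h compound exposure at 37°C, 5% CO2; signal: beta-catenin immunofluorescence imaging with DAPI; evaluation: % activation, nuclear-to-cytoplasmic median beta-catenin signal ratio per cell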
West Nile antiviral: West Nile virus antiviral activity, cell-based, CPE readout (AID 1621) | hit rate 0.02% among 290,000 | CPE inhibition, % at 10 µM; hits with a dose series show IC50 in µM | West Nile virus-infected cells, CPE inhibition; higher % means a stronger effect; in the data active = a potency from the dose series; inconclusive = CPE inhibition mostly from about 3.7% at the one dose, without a potency; inactive = the rest, 99 in 100 with CPE inhibition below about 2.2%; also: strong numbers were not always called active
PhoP inhibition: inhibitors of PhoP regulon expression, primary screen, Salmonella Typhimurium, GFP reporter (AID 1863). S. Typhimurium PhoP-regulated promoter GFP reporter, 4 h; higher % means a stronger effect. one-dose inhibition, % at 50 µM; IC50 in µM for titrated hits. hit rate 0.16% among 300,000;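 active = inhibition over 29.93%, a cutoff 3 SD above the screen mean, later confirmed by dose response; inconclusive = inhibition over 29.93% but no dose response follow-up; inactive = inhibition at most 29.93% or unconfirmed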;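 also: 0% = low Mg2+ inducing control and 100% = high Mg2+ repressing control; strong numbers were not always called active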
WT yeast gro inh mutant strain: also measured in WT yeast gro inh; calls as there; inhibition, %; mitochondrial fusion phenotypic screen, mutant strain inhibition
bCat nuc transl cell count 5 µM: further read-out of bCat nuc transl, marked with its call; cell count; measured here: cell count, cytotoxicity flag
T cell modulator vesicle-bound %: also measured in T cell modulator; calls as there; double positive events, %; measured here: CD8+ vesicle-bound cell fraction;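 binding gate set so that unloaded-vesicle control wells show 10% double positive cells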
Myeloid diff 2 GFP+ MAC1+ %: further read-out of Myeloid diff 2, marked with its call; GFP+ MAC1+ double positive, %; measured here: differentiation confirmed by MAC1 staining
Active calls of the source: *; i = inactive; u = inconclusive; x = not tested or not shown.

Start of the data: the first 9 compounds as a preview:
SMILES	WT yeast gro inh	WT yeast gro inh mutant strain	RSV antiviral HEp-2	T cell modulator	T cell modulator vesicle-bound %	SV40 large T antigen	Myeloid diff 2	Myeloid diff 2 GFP+ MAC1+ %	MgcRacGAP inhibition	bCat nuc transl	bCat nuc transl cell count 5 µM	West Nile antiviral	PhoP inhibition
COc1ccc2c(c1)-c1c(ssc1=S)C(C)(C)N2S(=O)(=O)c1ccc(C)cc1	41	3	5.2%	i	43	20%	u	x	8%	22	208	-0.9%	23%
Cc1ccc(-c2nnc(Nc3ccc(CC(N)=O)cc3)c3ccccc23)cc1S(=O)(=O)NCC1CCCO1 (stereo unspecified)	x	x	0.8%	i	30	8%	i	0.4	1%	-1.1	1363	1.2%	-6%
Cc1ccc(S(=O)(=O)NCCC(=O)Nc2ccc(Cl)c(Cl)c2)cc1C	22	7	u	i	51	7%	i	0.2	-2%	0.7	1102	-1.3%	0%
Cc1ccc(Nc2nc3ccccc3[nH]2)nc1	44	37	u	i	29	3%	i	0.8	3%	-0.7	1238	1.2%	8%
COc1ccc(/C=N/NC(=O)c2ccc(Br)cc2)cc1CN1CCOCC1	x	x	1.1%	i	39	16µM*	i	0.4	-3%	1.5	1263	1.6%	-4%
COc1cccc(NS(=O)(=O)CC23CCC(CC2=O)C3(C)C)c1 (stereo unspecified)	26	21	2.0%	i	23	24%	i	2.6	-4%	-3.2	1157	-0.7%	-4%
O=C(CN1C(=O)NC2(CCCCCC2)C1=O)NCCc1ccccc1	x	x	2.1%	i	2	x	i	0.5	3%	x	x	x	x
O=C(CN1CCCCC1)Nc1ccccc1	-19	-7	3.1%	i	43	2%	i	1.5	-5%	x	x	-0.1%	-16%
COc1ccc(N2CCN(C(=O)C(CCSC)N=C3NS(=O)(=O)c4ccccc43)CC2)cc1 (stereo unspecified)	14	-5	0.4%	i	35	30%	i	0.8	22%	1.1	1134	-0.2%	0%

All compounds of this part, repeating the preview:
SMILES	WT yeast gro inh	WT yeast gro inh mutant strain	RSV antiviral HEp-2	T cell modulator	T cell modulator vesicle-bound %	SV40 large T antigen	Myeloid diff 2	Myeloid diff 2 GFP+ MAC1+ %	MgcRacGAP inhibition	bCat nuc transl	bCat nuc transl cell count 5 µM	West Nile antiviral	PhoP inhibition
COc1ccc2c(c1)-c1c(ssc1=S)C(C)(C)N2S(=O)(=O)c1ccc(C)cc1	41	3	5.2%	i	43	20%	u	x	8%	22	208	-0.9%	23%
Cc1ccc(-c2nnc(Nc3ccc(CC(N)=O)cc3)c3ccccc23)cc1S(=O)(=O)NCC1CCCO1 (stereo unspecified)	x	x	0.8%	i	30	8%	i	0.4	1%	-1.1	1363	1.2%	-6%
Cc1ccc(S(=O)(=O)NCCC(=O)Nc2ccc(Cl)c(Cl)c2)cc1C	22	7	u	i	51	7%	i	0.2	-2%	0.7	1102	-1.3%	0%
Cc1ccc(Nc2nc3ccccc3[nH]2)nc1	44	37	u	i	29	3%	i	0.8	3%	-0.7	1238	1.2%	8%
COc1ccc(/C=N/NC(=O)c2ccc(Br)cc2)cc1CN1CCOCC1	x	x	1.1%	i	39	16µM*	i	0.4	-3%	1.5	1263	1.6%	-4%
COc1cccc(NS(=O)(=O)CC23CCC(CC2=O)C3(C)C)c1 (stereo unspecified)	26	21	2.0%	i	23	24%	i	2.6	-4%	-3.2	1157	-0.7%	-4%
O=C(CN1C(=O)NC2(CCCCCC2)C1=O)NCCc1ccccc1	x	x	2.1%	i	2	x	i	0.5	3%	x	x	x	x
O=C(CN1CCCCC1)Nc1ccccc1	-19	-7	3.1%	i	43	2%	i	1.5	-5%	x	x	-0.1%	-16%
COc1ccc(N2CCN(C(=O)C(CCSC)N=C3NS(=O)(=O)c4ccccc43)CC2)cc1 (stereo unspecified)	14	-5	0.4%	i	35	30%	i	0.8	22%	1.1	1134	-0.2%	0%
CCn1c(C)nc2cc(C(=O)N/N=C(\C)c3ccc(OC)cc3O)ccc21	18	3	x	x	x	-5%	i	0.0	7%	1.7	1094	-1.6%	1%
CC(=O)c1ccccc1OCCOCCOc1ccccc1C(C)=O	-4	-6	20%	i	19	7%	i	2.0	5%	1.9	870	-1.4%	-13%
CC(C)c1ccccc1OCCNC(=O)c1cncc(Br)c1	18	13	5.5%	i	56	19%	i	0.7	-1%	-3.7	1081	-1.3%	-3%
COc1ccc(CCNC(=O)c2ccncc2)cc1OC	-5	-4	1.5%	i	39	3%	i	0.8	-2%	-1.0	1032	0.9%	-7%
Cc1noc(NC(=O)c2c(-c3c(Cl)cccc3Cl)noc2C)c1[N+](=O)[O-]	x	x	0.7%	i	52	12%	i	0.5	x	-3.7	1120	-0.2%	-8%
O=C(Nc1ccc(F)cc1F)c1ccccc1NC(=O)C1CC=CCC1C(=O)O (stereo unspecified)	x	x	1.0%	i	66	16%	i	1.0	8%	x	x	-0.5%	4%
CN(C)C(/C=C/Nc1ccccc1F)=C(C#N)C#N	10	4	-0.8%	i	12	6%	i	0.4	4%	2.7	1110	-0.6%	-4%
CCCn1c(=O)c2sccc2n2c(CCCC(=O)NCc3ccco3)nnc12	x	x	1.6%	i	26	22%	i	2.8	16%	x	x	-0.2%	-2%
O=C(Nc1cccc(Cl)c1)NC1CC2CCC(C1)N2Cc1ccco1 (stereo unspecified)	-13	3	0.4%	i	4	4%	i	0.3	8%	-2.2	991	0.5%	6%
CCCCN(C)CCNS(=O)(=O)c1ccc2c(c1)n(C)c(=O)c(=O)n2C	3	-2	1.7%	i	40	5%	i	3.8	1%	x	x	-0.1%	-1%
Cc1ccc(CNC(=O)C2CCCN(S(=O)(=O)c3c(C)n[nH]c3C)C2)cc1 (stereo unspecified)	9	13	0.5%	i	43	9%	i	8.5	1%	-8.4	1179	0.0%	-2%
Cc1ncc(CN2CCCC(C(=O)Nc3ccc(-c4cccc(F)c4)cc3)C2)cn1 (stereo unspecified)	x	x	0.2%	i	77	3%	i	4.3	12%	x	x	-0.2%	10%
O=c1[nH]nc(N/N=C/c2ccc(Cl)cc2Cl)c(=O)[nH]1	x	x	0.2%	i	61	10%	i	0.6	12%	-1.1	1361	0.0%	-11%
Cc1cccc(CSc2nnc(-c3ccco3)n2C)c1	17	19	2.9%	i	47	10%	i	0.9	6%	-3.2	1120	0.3%	2%
COc1ccc(/C(O)=C2/C(=O)C(=O)N(c3ncccn3)C2c2ccc(OC)cc2)cc1 (stereo unspecified)	0	-5	1.6%	i	60	3%	i	0.1	7%	0.9	590	0.2%	0%
c1ccc2sc(NN=C3CCCCCC3)nc2c1	44	38	1.8%	i	63	5%	i	0.4	5%	1.4	1469	1.1%	4%
Cn1c(-c2ccc(Cl)cc2)cnc1NCc1cc2c(cc1[N+](=O)[O-])OCO2	6	17	2.8%	i	59	31%	i	0.6	74µM*	-0.7	1085	-1.3%	-7%
Nc1cc(S(=O)(=O)Nc2ccc(Br)cc2)ccc1Cl	x	x	u	i	28	8%	i	0.3	10%	2.5	1262	0.2%	-8%
CCOC(=O)N1CCC(NC(=O)C2CCCN2C(=O)OCc2ccccc2)CC1 (stereo unspecified)	-11	1	1.2%	i	46	3%	i	2.4	-1%	-1.5	1107	-0.2%	-9%
O=[N+]([O-])c1ccc(OCCO)nc1	x	x	0.4%	i	31	8%	i	0.8	7%	-1.0	1320	0.2%	-14%
Cc1ccc(-n2nc3c(c2NC(=O)c2ccc(S(=O)(=O)N4CCOCC4)cc2)CSC3)c(C)c1	1	-14	3.2%	i	12	7%	i	5.1	11%	-0.3	1377	0.2%	-35%
CCc1ccc(NC(=O)N2CCN(C(=O)C3CCCO3)CC2)cc1 (stereo unspecified)	x	x	1.6%	i	19	9%	i	0.8	6%	x	x	-0.1%	7%
S=C(Nc1ccc(OCc2ccccc2)cc1)Nc1cccc(Cl)c1Cl	-1	-12	1.8%	i	47	24%	i	0.5	16%	0.3	1127	-0.4%	3%
COc1ccc(OC)c(S(=O)(=O)N2CCC(C(=O)Nc3cccc(C)c3C)CC2)c1	16	3	0.4%	i	42	11%	i	0.2	5%	0.0	966	0.0%	1%
Cc1nnc(NC(=O)c2c(F)c(F)c(F)c(F)c2F)s1	-3	-1	1.1%	i	50	-4%	i	0.7	3%	0.0	1058	-0.4%	10%
Cc1cccc(N(C(=O)Cn2nnc(-c3ccccc3F)n2)C(C(=O)NC(C)(C)C)c2ccncc2)c1 (stereo unspecified)	13	9	1.7%	i	54	1%	i	0.2	1%	-0.8	1054	-0.4%	-7%
O=C(NC1CCCCCC1)C(Cc1ccccc1)n1cccc1 (stereo unspecified)	x	x	0.4%	i	56	9%	i	0.3	6%	1.4	1319	-0.4%	0%

Three structures already listed, ordered by length of the SMILES, low to high:
SMILES	WT yeast gro inh	WT yeast gro inh mutant strain	RSV antiviral HEp-2	T cell modulator	T cell modulator vesicle-bound %	SV40 large T antigen	Myeloid diff 2	Myeloid diff 2 GFP+ MAC1+ %	MgcRacGAP inhibition	bCat nuc transl	bCat nuc transl cell count 5 µM	West Nile antiviral	PhoP inhibition
O=C(NC1CCCCCC1)C(Cc1ccccc1)n1cccc1 (stereo unspecified)	x	x	0.4%	i	56	9%	i	0.3	6%	1.4	1319	-0.4%	0%
Cc1nnc(NC(=O)c2c(F)c(F)c(F)c(F)c2F)s1	-3	-1	1.1%	i	50	-4%	i	0.7	3%	0.0	1058	-0.4%	10%
Cc1cccc(N(C(=O)Cn2nnc(-c3ccccc3F)n2)C(C(=O)NC(C)(C)C)c2ccncc2)c1 (stereo unspecified)	13	9	1.7%	i	54	1%	i	0.2	1%	-0.8	1054	-0.4%	-7%
